Screening data as filed in PubChem BioAssay.
Hck-Nef inh: inhibitors of human Hck kinase activated by Nef; AID 463187; inhibition, % at 20 µM; 220,000 compounds, 0.68% hits; P08631; Recombinant Hck-YEEI plus Nef, Z-Lyte FRET kinase assay;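 active = Hck-Nef kinase inhibition above about 50%, limit read from the data; inactive = inhibition below that limit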;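 also: 0% = DMSO with Hck plus Nef and 100% = Hck alone without Nef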
Tb hexokinase: T. brucei hexokinase 1 inhibition | recombinant TbHK1, G6PDH-coupled NADH A340 | inhibition, % at 10 µM | 220,000 compounds, 0.11% hits | AID 1430;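 active = inhibition of 50% or more in the single-dose primary screen; inactive = inhibition below 50%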
14-3-3 Bad inh: disrupts binding of bovine 14-3-3 zeta to phospho-Bad peptide; P63103; TR-FRET 14-3-3zeta/Dy647-pBad peptide displacement, 1 h; inhibition, % at 21.7 µM; 220,000 compounds, 0.71% hits;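 active = inhibition above about 70%, limit read from the data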;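 also: 0% = full 14-3-3 plus peptide FRET controls and 100% = background without 14-3-3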
Target sequence (P63103 whole entry, looked up): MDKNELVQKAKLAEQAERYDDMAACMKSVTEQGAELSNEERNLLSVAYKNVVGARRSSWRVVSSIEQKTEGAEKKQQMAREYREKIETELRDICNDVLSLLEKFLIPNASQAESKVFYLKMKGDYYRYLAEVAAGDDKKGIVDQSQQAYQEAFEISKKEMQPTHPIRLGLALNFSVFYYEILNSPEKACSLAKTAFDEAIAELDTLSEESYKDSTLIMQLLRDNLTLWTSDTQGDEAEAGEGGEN
m-calpain inh: blocks pig calpain II enzyme activity | 220,000 compounds, 0.37% hits | purified calpain II, fluorogenic peptide substrate, 30 min | AID 1236 | inhibition, % at 16 µM;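 active = inhibition above about 50%, limit read from the data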
eIF4E-4G inh: blocks eIF4E binding to eIF4G | P63073+Q04637 | TR-FRET eIF4E-eIF4GI(517-606) binding, 2 h | inhibition, % at 21.7 µM | 220,000 compounds, 0.37% hits;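 active = inhibition above about 30%, limit read from the data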;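 also: 0% = full FRET control wells and 100% = background wells lacking eIF4GI fragment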
EP2 modulator: modulates human prostaglandin E2 receptor EP2 signaling | induction, % at 25 µM | P43116 | EP2-expressing cells, cAMP HTRF FRET, PGE2 co-stimulation | 260,000 compounds, 0.83% hits | AID 940;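 active = compounds whose cAMP rise, as percent of the full-agonist control response, exceeds 60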;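 also: rat C6 glioma line stably carrying human EP2 under a CMV promoter; the protocol text gives 20 µM as final concentration; 100% = response of wells given 1 µM PGE2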
Target sequence (P43116 whole entry, looked up): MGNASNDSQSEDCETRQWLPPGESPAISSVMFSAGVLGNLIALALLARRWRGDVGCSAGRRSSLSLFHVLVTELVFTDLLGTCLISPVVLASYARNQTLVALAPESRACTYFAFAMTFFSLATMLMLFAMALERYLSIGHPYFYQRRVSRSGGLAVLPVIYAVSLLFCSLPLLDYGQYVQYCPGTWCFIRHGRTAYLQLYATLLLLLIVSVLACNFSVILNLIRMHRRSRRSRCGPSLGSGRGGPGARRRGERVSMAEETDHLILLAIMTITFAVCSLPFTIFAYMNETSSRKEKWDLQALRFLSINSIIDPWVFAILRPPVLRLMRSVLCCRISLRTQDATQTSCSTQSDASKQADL
Rad51 HR inh: blocks human Rad51 in homologous recombination | hRad51 DNA strand exchange, fluorescence dequenching | inhibition, % at 10 µM | 200,000 compounds, 0.085% hits;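 active = inhibition above 40% at the single screening dose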;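 also: 0% = DMSO control wells and 100% = blanks with heterologous ssDNA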
Target sequence (Q06609 whole entry, looked up): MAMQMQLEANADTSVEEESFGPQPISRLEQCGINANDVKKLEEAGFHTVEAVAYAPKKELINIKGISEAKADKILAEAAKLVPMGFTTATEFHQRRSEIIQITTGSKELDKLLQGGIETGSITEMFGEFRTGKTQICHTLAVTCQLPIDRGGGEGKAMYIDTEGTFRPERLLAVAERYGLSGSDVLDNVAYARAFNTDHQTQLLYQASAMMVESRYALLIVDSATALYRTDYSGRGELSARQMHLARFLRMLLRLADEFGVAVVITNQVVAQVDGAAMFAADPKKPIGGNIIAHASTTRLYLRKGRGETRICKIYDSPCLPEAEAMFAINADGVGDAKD
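Test system – preformed human Rad51 ssDNA filaments · Reagent – Donor/quencher-labelled 47-bp dsDNA substrate · Incubation – 37 °C 15-min filament assembly, 30-min compound preincubation, 15-min exchange · Signal – FRET fluorescence dequenching, excitation 485 nm, emission 520 nm · Read-out – percent inhibition from fluorescence, normalised to plate control and blank means · Benchmarks – plate control and blank wells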
EP2 antag: EP2 receptor (human) inhibition; P43116; C6 glioma cells expressing human EP2, cAMP TR-FRET; cells stimulated with saturating PGE2; inhibition, % at 25 µM; 260,000 compounds, 0.52% hits;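 active = percent inhibition above 40 after rounding to a whole number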;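 also: rat C6 glioma host cells with rolipram phosphodiesterase inhibitor present; the protocol text gives 20 µM as final concentration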
zVAD death inh: L929 zVAD cell death inhibition; L929 zVAD necroptosis rescue, ATP luminescence, 24 h; with zVAD 60 µM; viability rescue, % at 10 µM; 220,000 compounds, 0.38% hits;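 active = activation, scaled between plate controls, above about 75%, limit read from the data; inactive = activation under that limit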;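 also: 0% = zVAD with DMSO and 100% = DMSO alone without zVAD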
The depositor's hits bear a star; i = inactive; . = not tested or not shown; & = joins results of further samples; [ ] = remark or other dose. The list is partial (hit frequency here may not be typical).

SMILES	Hck-Nef inh	Tb hexokinase	14-3-3 Bad inh	m-calpain inh	eIF4E-4G inh	EP2 modulator	Rad51 HR inh	EP2 antag	zVAD death inh
CC(C)OC(=O)/C(=C\c1cccc2ccccc12)NC(=O)c1ccccc1	2	8	-5	20	1[fluorescence artefact?]	30	.	10	-0.1
CC12CN3CCN(CC(C3)/C1=N\NC(=O)c1ccccc1N)C2	13	-18	-22	-156	3	-16	-2	8	-0.2
FC(F)(F)c1cccc(NC(=S)NNC(=S)NCc2ccccc2)c1	1	7	-12	-4	-3	5	-5	.	0.6
CCC(=O)Nc1ccccc1C(=O)OCC(=O)c1ccc2ccccc2c1	2	1	2[fluorescence artefact?]	-86	-5	-20	6	2	-0.2
COc1ccc(-c2cn[nH]c2-c2ccc(OCc3ccc([N+](=O)[O-])cc3)cc2O)cc1	-1	2	0	3	6	-3	-1	1	0.0
O=C(Nc1ccccc1N1CCOCC1)c1ccccc1[N+](=O)[O-]	-1	-1	0[fluorescence artefact?]	-9	-1	2	-3	17	-0.2
COc1ccccc1-c1cc(C(=O)NC(C)C)no1	1	2	12	-55	5	-5	-1	8	0.1
COc1ccccc1CNc1ncnc2cc(OC)c(OC)cc12	47	4	-13	-7	-2	-35	8	2	65
CCOc1ccc(NC(=O)c2cc3n(n2)C(C(F)(F)F)CC(c2ccco2)N3)cc1 (stereo not given)	3	1	6	-12	4	-4	-2	15	0.4
CN1C(=O)/C(=C\C=C2/CCCN2C)N(C)C1=S	20	-8	-23	-14	6	13	-20	1	17
CCCN1CCN(c2ccc(S(N)(=O)=O)cc2[N+](=O)[O-])CC1	-5	4	-13	-7	0	2	8	8	1.5
COc1ccc(-n2ncc3c(NCc4ccccn4)ncnc32)cc1	3	0	-3[fluorescence artefact?]	6	0	-33	1	2	-0.2
CC(C)(C)c1ccc(OCc2ccc(C(=O)N/N=C/c3ccc([N+](=O)[O-])cc3)o2)cc1	0	-19	15	-94	-9	6	-10	12	1.0
COc1ccc(C(=O)N2CCN(c3nc4ccccc4o3)CC2)cc1OC	1	-4	-2[fluorescence artefact?]	-45	-4[fluorescence artefact?]	-8	13	6	-0.5
CCOC(=O)C1=C(C)Nc2ccccc2N=C1NC(=O)c1cccc(S(=O)(=O)NCc2ccccc2)c1	-3	-10	14[fluorescence artefact?]	-23	-26	8	1	2	0.5
O=C(Cn1c2ccc(F)cc2c2nc3n(c(=O)c21)CCS3)Nc1ccccc1C(F)(F)F	89*	-4	81*	22	18	-12	3	6	-0.8
CCCc1nnc(NC(=O)c2cc(OC)cc(OC)c2)s1	-8	-6	1	18	1	10&-23	-4	9&10	0.8
COc1ccc(N2CCN(C(=O)c3ccc4c(=O)n(CCc5ccc(OC)c(OC)c5)c(=O)[nH]c4c3)CC2)cc1	27	-3	-5	-5	5	2	.	4	0.7
COc1cccc2c(=O)cn[nH]c12	3	-22	9	-426	4	18	.	7	1.6
Cc1noc(/C=C/N(C)C)c1S(=O)(=O)N(C)CC(=O)N1CCc2ccccc21	5	-15	-1	12	-6	34	-9	8	-0.4
O=C(Nc1ccc(N2CCOCC2)c(Cl)c1)c1cccnc1Cl	8	4	-5	-13	4	-10	6	16	-1.0
Nc1nc(Cl)nc2ccc(Br)cc12	3	0	-6	1	9[fluorescence artefact?]	12	-28	3	3.4
COc1cc(/C=N/NC2=NCCCCC2)ccc1O	23	-50	-8	-12	1	-5	.	6	0.2
Cc1cc(C)cc(NC(=O)C(Sc2ncnc3ccccc23)c2ccccc2)c1 (stereo not given)	2	-19	-33	-59	-3	13	.	6	1.3
O=C(CSc1nc2cccnc2n1Cc1ccccc1)N1CCCC1	0	2	-2	9	-1	15	2	5	0.0
Continuation.
SMILES	Hck-Nef inh	Tb hexokinase	14-3-3 Bad inh	m-calpain inh	eIF4E-4G inh	EP2 modulator	Rad51 HR inh	EP2 antag	zVAD death inh
O=C1ON=C(c2ccccc2)/C1=C\c1ccco1	54*	16	-2	-15	2	-58	5	12	-0.8
CCOC(=O)c1ccc(N2CN=C3SCC(=O)N3C2)cc1	0	10	5[fluorescence artefact?]	-4	0[fluorescence artefact?]	20	-4	8	0.2
CCOC(=O)c1sc(NC(=O)Nc2cccc(Cl)c2)cc1C	10	-9	-6	19	8	-47	1	3	4.9
CCNC(=S)Nc1ccc2cn[nH]c2c1	4	1	1	-4	15	24	11	4	1.6
O=C1CSC(c2cccnc2)N1C1CCCCC1 (stereo not given)	0	3	-8[fluorescence artefact?]	-20	3	-13	3	7	0.0
CCn1c(SCC(=O)NCc2ccccc2)nc2ccccc2c1=O	3	7	6	-35	7	6	-4	4	0.1
Cc1ncc(CN2CCCC(CCC(=O)NCc3ccccc3F)C2)s1 (stereo not given)	22	2	-6	-19	-7	-20	11	3	0.8
CCS(=O)(=O)Nc1ccc(-c2nnc(SCC(=O)c3ccc(NC(C)=O)c(OC)c3)o2)cc1	2	-16	22	-40	-28	9	.	.	0.4
CN(/C(=N/S(=O)(=O)c1cccs1)c1ccccc1)c1ccc(O)cc1	16	-1	-3	-2	-1	-17	-1	4	-1.1
Cc1nc2cc(F)ccc2n1C1CCN(C(=O)c2c(F)cccc2F)CC1	-5	0	-1	-107	0	-37	-12	6	0.2
Cn1c(=O)c2c(nc(CN3CCCCC3)n2Cc2c(F)cccc2Cl)n(C)c1=O	10	2	1	19	1	-2	1	13	-0.2
CSC1=NC(C)(C)CC2(C)Nc3ccccc3N12 (stereo not given)	0	-8	-7	13	-2[fluorescence artefact?]	17	5	14	0.0
CCN(CC)CCNC(=O)CSc1c2c(nc3cc(Cl)ccc13)CCCC2	23	-10	-3	-25	3	-12	10	9	34
O=C(Nc1nc2ccccc2s1)NC1CCCCC1	7	-5	-7	14	3	-10	.	3	53
CCOC(=O)N1CCC(N(CCN(C)C)C(=S)Nc2cccc(SC)c2)CC1	-3	-3	-13	12	1	-26	-3	4	-0.1
NC(=O)c1ccc(CN2CCC(Cc3ccccc3)CC2)cc1	0	2	-1	-27	-4	-18	20	2	-0.2
CCCOC(=O)c1ccc(Nc2nc(C)cc(=O)[nH]2)cc1	-2	-7	-13	-18	-11	-24&-19	11	7&14	0.1
c1ccc(Nc2c(-c3ccco3)nc3ccccn23)cc1	7	18	-8	i	-6	-11	-1	6	0.2
CN(c1ncc(C(F)(F)F)cc1Cl)N1C(=O)c2cccc(N)c2C1=O	0	-1	-6	2	2	-24	-54	5	-0.6
CC(C)(C)c1ccc(OCC(=O)NCc2ccco2)cc1	6	48	32	10	3	-18	3	6	4.3
Cc1cc(C(=O)O)c(S(C)(=O)=O)s1	0	-2	4	-12	1	6	2	11	-0.2
S=c1[nH]cnc2scc(-c3ccc(Cl)cc3)c12	-27	3	-8	-10	-2	10	4	12	-1.3
O=C(C1=NNCC1c1ccc(Cl)cc1)C1CO1 (stereo not given)	2	-34	1[fluorescence artefact?]	-5	-3	0	.	7	89*
Cc1ccc(N/C=C(\C2OC(=O)c3ccccc32)[N+](=O)[O-])c(C)c1 (stereo not given)	18	-5	-2	-11	-2	-22	1	2	-0.6
O=C(CN1C(=O)CCSc2ccccc21)Nc1ccc(F)cc1	-1	7	-6	-13	2	-1	4	10	1.8
(list continues)
SMILES	Hck-Nef inh	Tb hexokinase	14-3-3 Bad inh	m-calpain inh	eIF4E-4G inh	EP2 modulator	Rad51 HR inh	EP2 antag	zVAD death inh
CC1(C)Cc2nc(N3CCCC3)c(C#N)cc2CO1	74*	-3	-4	i	-2	19	5	2	0.8
CCOC(=O)C1=C(CS(=O)(=O)c2ccccc2)NC(=O)NC1c1ccccc1 (stereo not given)	4	3	13	-2	2	26	1	4	0.0
COc1ccc(C)cc1NC(=O)CNc1ccccc1CN(C)C1CCCCC1	18	4	-11	13	-2	50	2	3	-0.4
CC(C)Nc1nnc(SCC(=O)NCc2ccc3c(c2)OCO3)s1	20	-3	-4	-6	-1	4	9	8	2.5
CC(C)NC(=O)COC(=O)Cn1[nH]c(=O)c2ccccc2c1=O	4	-5	-2	-21	-3	3	-4	5	1.6
COc1ccc(-n2nc3c(c2NC(=O)c2ccc(N4C(=O)CCC4=O)cc2)CSC3)cc1	31	-3	-20	-73	-3	-2	18	6	1.1
Clc1ccc(-c2cc3ccccc3nc2N2CCOCC2)cc1	20	-10	4	-14	5	54	4	7	1.2
Cn1c(SCC(=O)O)nnc1-c1ccc2ncccc2c1	25	-4	-8	-5	-4	8	19	4	0.8
CC(C)c1ccc(/C=C/C(=O)NC2CCCCC2)cc1	2	0	-18	-9	9[fluorescence artefact?]	-55	17	4	0.5
CC(C)(C)OC(=O)N1CCCC1C(=O)NCCc1ccccc1 (stereo not given)	3	-1	3[fluorescence artefact?]	12	5	-8	-2	3	-0.4
N/C(=N\c1nc2c(c(=O)[nH]1)CCCC2)Nc1ccc(Oc2ccccc2)cc1	1	-2	-3	-33	4	22	6	10	-0.6
COc1cc(/C=C(\C#N)C(=O)Nc2cccc3ncccc23)ccc1O	7	-5	-11	-9	-3	16	-8	6	1.9
CC(C)CCN1CCN(Cc2ccc(C(F)(F)F)cc2)CC1CCO (stereo not given)	24	5	-14	-14	3	-37	-4	11	-0.8
S=c1[nH]c(-c2ccccc2)cs1	13	0	-3	-3	5	-3	4	12	1.0
O=[N+]([O-])c1cc(C(F)(F)F)ccc1N1CCCNCC1	0	-5	-5	2	5	-3	.	6	0.6
CCN1CCN(c2c(Cl)cccc2NC(=O)c2ccc3nsnc3c2)CC1	24	-16	2	-11	-5	54	4	4	-0.6
CCCn1cnc2c(cnn2-c2ccc(F)cc2)c1=O	-13	3	10[fluorescence artefact?]	-9	3[fluorescence artefact?]	-11	-1	4	0.4
COCCCN1CC23C=CC(O2)C(C(=O)O)C3C1=O (stereo not given)	5	0	-2	7	1	12&-18	0	4&6	-0.6
Cc1cc(OCC(=O)NCc2ccncc2)ccc1Cl	24	4	1	6	0	-2	-2	12	2.3
O=S(=O)(c1ccc(Cl)c(NC(=S)N/N=C/c2c(F)cccc2F)c1)N1CCOCC1	5	-12	3	22	1	-12	3	7	0.2
NNC(=O)c1cncc(Br)c1	1	-1	-4	17	3	-4	.	7	0.7
COc1ccc(C2C=C(c3ccc(Cl)cc3)Nc3nc(NC(C)=O)nn32)cc1 (stereo not given)	-1	4	.	i	.	-22	.	.	1.1
CC1CN(c2nc(-c3ccc(Br)cc3)nnc2-c2ccccc2)CC(C)N1 (stereo not given)	1	-18	6	23	8	-23	.	.	2.8
O=C(O)c1ccc(N2C(=O)/C(=C\c3ccccc3)N=C2c2ccccc2)cc1	21	-25	7	29	-8	-18	9	3	0.8
CN(C)c1ccc(/C=N\NC(=S)SCN2C(=O)C3CCC(C)(C2=O)C3(C)C)cc1 (stereo not given)	4	-11	-9	-57	-1[fluorescence artefact?]	-5	8	20	0.7

Full records as entered above.
`CC(C)CCN1CCN(Cc2ccc(C(F)(F)F)cc2)CC1CCO` (stereo not given) in the list: Hck-Nef inh = 24; Tb hexokinase = 5; 14-3-3 Bad inh = -14; m-calpain inh = -14; eIF4E-4G inh = 3; EP2 modulator = -37; Rad51 HR inh = -4; EP2 antag = 11; zVAD death inh = -0.8
`CC(C)Nc1nnc(SCC(=O)NCc2ccc3c(c2)OCO3)s1` in the list: Hck-Nef inh = 20; Tb hexokinase = -3; 14-3-3 Bad inh = -4; m-calpain inh = -6; eIF4E-4G inh = -1; EP2 modulator = 4; Rad51 HR inh = 9; EP2 antag = 8; zVAD death inh = 2.5
